Screens as filed in PubChem.
CHO-K1 Ca antag = nonselective inhibitor or artifact in parental CHO-K1 cells | ATP-induced calcium, Fluo-8 fluorescence | inhibition, % at 3 µM | actives 0.6% (n = 360,000) | AID 602250;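 active means inhibition above a per-plate cutoff, the plate's mean sample inhibition plus 3 SD, cut at about 24% in these data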;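 further: 0% = DMSO plus EC80 ATP and 100% = DMSO alone without ATP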
CHO-K1 Ca ag = counter-screen for M1 agonists: effect in parental CHO-K1 cells | actives 0.48% (n = 360,000) | activation, % at 3 µM | Fluo-8 calcium fluorescence; scaled to maximal ATP response, vehicle zero; in the data active means activation above about 15%;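 further: untransfected CHO-K1 host cells lacking M1 receptor as counterscreen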
V1aR counter = agonists of human V1a receptor, primary screen, counter-screen for OXTR agonist project, fluorescence, CHO-V1R cells | actives 0.25% (n = 320,000) | activation, % at 3 µM | Vasopressin V1a receptor (Homo sapiens), P37288 | Fluo-8 calcium fluorescence, agonist mode; 0% DMSO, 100% 3 nM vasopressin;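 active means activation above the mean activation of all tested compounds plus 3 SD, per screening run, cut at about 20% in these data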;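 further: signal is peak over basal fluorescence ratio across a 100 second FLIPR read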
TAAR1 antag = human TAAR1 antagonists, primary screen, Fluo-8 calcium fluorescence, CHO RD-HGA16 cells; antagonist; inhibition, % at 3 µM; actives 1.5% (n = 360,000); AID 624466, 2012;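 active means inhibition above a per-plate cutoff, the mean inhibition of test compounds on that plate plus 3 SD, cut at about 49% in these data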;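 further: 0% = DMSO plus EC80 beta-PEA response and 100% = DMSO alone without agonist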
Target sequence (Q96RJ0 whole entry, looked up): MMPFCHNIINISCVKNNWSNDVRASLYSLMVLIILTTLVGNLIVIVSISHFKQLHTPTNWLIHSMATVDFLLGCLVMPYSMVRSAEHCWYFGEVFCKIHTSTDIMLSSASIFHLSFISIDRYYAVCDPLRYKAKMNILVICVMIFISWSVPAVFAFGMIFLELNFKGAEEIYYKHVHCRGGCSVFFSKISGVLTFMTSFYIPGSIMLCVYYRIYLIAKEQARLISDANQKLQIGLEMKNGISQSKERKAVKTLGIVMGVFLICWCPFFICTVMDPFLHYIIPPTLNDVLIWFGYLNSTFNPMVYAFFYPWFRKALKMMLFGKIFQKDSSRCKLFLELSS
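Material: RD-HGA16 CHO cells with stable hTAAR1 and Gα16; Dosing: single nominal final test compound concentration of 3 µM; Schedule: seeding 17-24 h prior, 75-min 37 °C, 30-min RT dye loading; Detection: kinetic Fluo-8 calcium fluorescence measurement; Measure: % inhibition from peak post-agonist over basal fluorescence ratio; Benchmarks: vehicle and agonist controls.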
OXTR potentiator = human OXTR potentiators, primary screen, fluorescence, CHO-OTR cells, Fluo-8 calcium. Oxytocin receptor (Homo sapiens), P30559. Fluo-8 calcium fluorescence, potentiator mode; 0% = oxytocin EC15, 100% = EC100. activation, % at 3 µM. actives 0.061% (n = 320,000);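 active means activation above that plate's cutoff, the mean activation of tested compounds plus 3 SD, cut at about 6.6% in these data, passing the limit was not always enough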;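 further: 100% uses oxytocin at 75 nM as the full agonist control; some results filed as inactive read as strong as hits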
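Dosing: Single dose, 3.0 µM nominal final compound concentration | Material: Human OTR in CHO cells | Technique: Kinetic Fluo-8 calcium fluorescence | Benchmarks: EC15 oxytocin alone as 0%, 75 nM oxytocin as 100% | Probe or stimulus: Oxytocin at about EC15, sub-maximal agonist stimulus | Incubation: Compound 6 min at room temperature before oxytocin, 100 s read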
M1 PAM parental = nonselective calcium activators in parental CHO-K1 cells, primary screen, counter-screen for M1 PAM project, cell-based, Fluo-8 calcium fluorescence, full deck, 1536-well | activation, % at 3 µM | actives 0.02% (n = 360,000) | AID 602247, 2012 | ATP EC20; 0% at ATP EC20, 100% at ATP max;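 active means activation above the run cutoff, the mean activation of all test compounds plus 3 SD, cut at about 40% in these data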;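 further: peak over basal fluorescence ratio in a 140 s read after ATP addition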
M1 ag = human M1 muscarinic receptor agonists, primary screen, Fluo-8 calcium fluorescence, CHO-K1 cells, HTS | actives 0.33% (n = 360,000) | AID 588814, 2011 | CHO-K1 hM1, agonist mode; 0% DMSO, 100% acetylcholine EC100 | activation, % at 3 µM;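 active means activation above the run's mean compound activation plus 3 SD, cut at about 16% in these data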;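 further: peak over basal fluorescence ratio within a 140 s kinetic read after compound addition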
Target sequence (P11229 whole entry, looked up): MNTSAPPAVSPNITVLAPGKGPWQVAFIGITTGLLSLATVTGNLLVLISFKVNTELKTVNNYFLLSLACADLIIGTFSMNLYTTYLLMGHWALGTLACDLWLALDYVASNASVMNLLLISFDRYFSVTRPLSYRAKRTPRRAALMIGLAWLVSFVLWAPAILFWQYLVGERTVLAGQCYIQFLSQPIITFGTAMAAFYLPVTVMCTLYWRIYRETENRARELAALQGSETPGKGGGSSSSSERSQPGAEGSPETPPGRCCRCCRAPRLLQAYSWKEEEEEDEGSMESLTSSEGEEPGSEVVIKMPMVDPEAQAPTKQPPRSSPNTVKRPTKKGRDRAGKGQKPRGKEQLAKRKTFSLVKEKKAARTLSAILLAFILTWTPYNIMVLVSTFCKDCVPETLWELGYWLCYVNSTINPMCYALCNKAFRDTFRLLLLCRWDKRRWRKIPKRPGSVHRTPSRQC
TAAR1 agonist = human TAAR1 agonists, primary screen, Fluo-8 calcium fluorescence, CHO RD-HGA16 cells; Trace amine-associated receptor 1 (Homo sapiens), Q96RJ0; vehicle wells 0%, saturating PEA agonist 100%; activation, % at 3 µM; actives 0.99% (n = 360,000);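 active means activation above the mean activation of all test compounds in the run plus 3 SD, cut at about 38% in these data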
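Assay system: CHO-derived RD-HGA16 cells with stable Gα16 and human TAAR1; timing: 17-24 h seeding, 75 min 37 °C dye, 30 min RT; read-out: % activation from peak over basal fluorescence ratio, DMSO-to-PEA scaled; measured by: kinetic Fluo-8 calcium fluorescence; benchmarks: low control DMSO, high control PEA (EC100); doses: 3 µM single concentration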
CHO parental Ca = ATP-evoked calcium signal inhibitors, parental CHO, primary screen, counter-screen for OX1R antagonist project, cell-based, fluorescence, Fluo-8 calcium dye; parental CHO-K1, ATP-induced calcium, Fluo-8 fluorescence; inhibition, % at 5.6 µM; actives 0.63% (n = 330,000); AID 463079, 2010;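 active means inhibition above that plate's mean sample inhibition plus 3 SD, cut at about 26% in these data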;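 further: 0% = ATP-challenged DMSO wells and 100% = DMSO wells without ATP; some compounds past the cut are filed as inactive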
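Test system: untransfected parental CHO cell line; also added: ATP stimulus; dosing: 5.6 µM, single dose; signal: calcium-sensitive Fluo-8 fluorescence; measure: percent inhibition of ATP-evoked calcium rise, normalized to controls; benchmarks: low control ATP plus DMSO, high control DMSO only; replication: one well per compound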
Numbers without * were called inactive; · = no result given.

SMILES	CHO-K1 Ca antag	CHO-K1 Ca ag	V1aR counter	TAAR1 antag	OXTR potentiator	M1 PAM parental	M1 ag	TAAR1 agonist	CHO parental Ca
Cc1ccc(S(=O)ONc2cccc(NOS(=O)c3ccc(C)cc3)c2)cc1 (centres undefined)	-16	3.5	·	13	·	13	3	3	·
CC(C)N1CCc2c(sc(NC(=O)c3ccc(S(=O)(=O)N4CCCCC4C)cc3)c2C(N)=O)C1 (centres undefined)	-3	1.8	1.3	7	-15	22	-7	3	-18
CCCC(=O)N(Cc1cc(=O)[nH]c2ccccc12)c1ccccc1	1	0.5	-0.1	-19	-2	-12	-9	5	-10
CCOC(=O)C1CCCN(S(=O)(=O)CCNC(=O)c2ccc(F)cc2)C1 (centres undefined)	9	1.5	-0.2	-5	-1	7	-3	2	-12
COC(=O)c1cnn(-c2ccc(C)c(C)c2)c1-n1cccc1	-11	6.3	-1.4	2	-1	-7	-2	18	-12
CC(=O)N1CCN(C(=O)c2ccc(NS(=O)(=O)c3cc(C)ccc3C)cc2)CC1	-1	0.0	-0.3	-14	-8	-16	-6	1	1
COc1ccc(NS(=O)(=O)c2ccc(F)cc2F)cn1	-10	1.8	0.2	-8	-2	4	0	6	-11
N#Cc1ccsc1NC(=O)CN1CCN(Cc2ccccc2)CC1	-1	0.6	0.1	4	-7	-3	-13	3	-19
CCCN1CCC(=O)NC1=S	-8	-0.1	·	-3	·	-5	-1	1	·
Cc1c(NC(=O)COC(=O)/C=C/c2cccc(Br)c2)c(=O)n(-c2ccccc2)n1C	-20	0.4	1.8	-15	-2	19	-6	-5	-28
CCCn1c(N)c(C(c2ccc(C(=O)OC)cc2)N2CCN(c3ccccc3)CC2)c(=O)[nH]c1=O (centres undefined)	-5	0.3	1.5	-13	-6	20	-2	7	-15
CCCCNC(=O)CSc1nnc(Cc2ccc(Cl)c(Cl)c2)c(=O)[nH]1	13	-0.1	-1.1	-6	-5	-27	-2	23	5

A second format for some results above.
Second line of a record – CHO-K1 Ca antag | CHO-K1 Ca ag | V1aR counter | TAAR1 antag | OXTR potentiator | M1 PAM parental | M1 ag | TAAR1 agonist | CHO parental Ca
Cc1ccc(S(=O)ONc2cccc(NOS(=O)c3ccc(C)cc3)c2)cc1 (centres undefined)
→ -16 | 3.5 | · | 13 | · | 13 | 3 | 3 | ·
CC(C)N1CCc2c(sc(NC(=O)c3ccc(S(=O)(=O)N4CCCCC4C)cc3)c2C(N)=O)C1 (centres undefined)
→ -3 | 1.8 | 1.3 | 7 | -15 | 22 | -7 | 3 | -18
CCCC(=O)N(Cc1cc(=O)[nH]c2ccccc12)c1ccccc1
→ 1 | 0.5 | -0.1 | -19 | -2 | -12 | -9 | 5 | -10
CCOC(=O)C1CCCN(S(=O)(=O)CCNC(=O)c2ccc(F)cc2)C1 (centres undefined)
→ 9 | 1.5 | -0.2 | -5 | -1 | 7 | -3 | 2 | -12
COC(=O)c1cnn(-c2ccc(C)c(C)c2)c1-n1cccc1
→ -11 | 6.3 | -1.4 | 2 | -1 | -7 | -2 | 18 | -12
CC(=O)N1CCN(C(=O)c2ccc(NS(=O)(=O)c3cc(C)ccc3C)cc2)CC1
→ -1 | 0.0 | -0.3 | -14 | -8 | -16 | -6 | 1 | 1

Carrying on.
SMILES	CHO-K1 Ca antag	CHO-K1 Ca ag	V1aR counter	TAAR1 antag	OXTR potentiator	M1 PAM parental	M1 ag	TAAR1 agonist	CHO parental Ca
Cc1ccccc1C(=O)NC1CCN(Cc2ccccc2)CC1	-1	0.9	3.2	11	1	6	-10	1	-1
CCOC(=O)N1CCC(=NNc2ccc(S(N)(=O)=O)cc2[N+](=O)[O-])CC1	16	0.5	5.3	-10	-7	-12	-1	5	-2
CCCCCCC(=O)N(O)C1CC(=O)N(c2ccc(Br)cc2)C1=O (centres undefined)	-1	-0.2	0.3	106*	-5	3	-3	-4	-12
CCOc1ncccc1C(=O)Nc1cc(S(=O)(=O)N2CCCCC2)ccc1OC	2	-0.1	-0.9	-5	-2	1	-6	-1	-20
CCOC(=O)C1=CCC(c2ccccc2)N(S(=O)(=O)c2ccccc2)C1 (centres undefined)	7	0.5	·	-6	·	10	-6	-1	·
COc1cc(C2N(c3cccc(Cl)c3)C(=O)C3CCCN32)cc(OC)c1OC (centres undefined)	-1	0.2	-1.1	11	-5	9	-12	1	-9
CCCCN(C(=O)CSCc1ccc(C)cc1)c1c(N)n(CCC)c(=O)[nH]c1=O	2	0.1	0.0	-21	-2	16	-2	1	-17
CCN(CC)S(=O)(=O)c1cc(C(=O)OC(C)C(=O)NCc2ccco2)ccc1C (centres undefined)	-9	0.7	0.5	-6	-7	-3	-5	5	-17
S=c1nc(-c2csc3c2CCCC3)[nH][nH]1	-18	0.2	-1.6	-23	-6	24	-5	1	-17
Cc1nc(C(=O)Nc2cc(F)cc(Cl)c2)sc1C1(C)CC(c2ccccc2)=NO1 (centres undefined)	-13	2.1	3.2	9	-9	19	-5	10	-26
Cc1cc2ncn(C3CC(=O)N(Cc4ccccc4)C3=O)c2cc1C (centres undefined)	-8	17*	9.3	41	-12	-8	5	20	-3
O=c1[nH]c(=S)[nH]c2c1C(c1ccc(F)cc1)OC(CCOCc1ccccc1)C2 (centres undefined)	-12	0.3	·	-1	·	5	-4	0	·
COc1ccc(NC(=O)C2CCCN(c3nccc(C)n3)C2)cc1 (centres undefined)	-10	9.9	-0.8	-19	-5	19	-4	-1	-17
Cc1ccc(C(C)C)c(OCc2ccc(C(=O)N/N=C/c3ccc(O)c(O)c3)cc2)c1	-4	1.0	0.5	32	1	22	-9	10	2
O=[N+]([O-])c1cccc(/C=N/NC2=NS(=O)(=O)c3ccccc32)c1	-9	1.1	0.4	12	-3	22	-9	3	0
O=C(OCC(=O)c1ccccc1)C1=NN(c2ccccc2)C(=O)CC1	-2	0.8	1.3	17	-2	23	-2	5	-7
Cn1ccnc1SCC(=O)Nc1cccc(S(=O)(=O)N2CCCCC2)c1	-16	0.1	0.7	17	-1	7	-9	11	7
CCN(Cc1ccccc1)C(=O)c1cc(S(=O)(=O)N2CCOCC2)cn1C	-7	0.7	1.6	0	-3	17	-2	0	-9
Cc1ccc(S(=O)(=O)NNC(=O)CCC(=O)Nc2ccccc2Cl)cc1	-19	1.1	·	-13	·	17	-1	0	·
O=C(N/N=C/c1ccc([N+](=O)[O-])o1)c1cc(-c2ccc(-c3ccccc3)cc2)nc2ccccc12	1	-0.3	-0.3	2	-8	6	-3	0	-7
C[N+](C)(C)CC=O	-13	0.6	0.7	0	-2	34	-2	1	-8
Cc1ccc(/C=N/Nc2nc3ccccc3s2)o1	-2	0.1	0.7	8	-6	18	-2	7	-22
Cc1ccccc1NC(=O)Cc1nc(COC(=O)/C=C/c2ccc(F)cc2)cs1	-6	5.8	·	33	·	14	-4	3	·
CNC[C@H](NC[C@@H](NCCCc1ccccc1)c1ccccc1)[C@H](C)O	-18	0.7	1.3	2	-5	4	-7	12	-5
Nc1cc(=O)[nH]c(=O)n1Cc1ccccc1	-10	0.6	-0.7	0	-14	15	-3	13	3
Cc1ccccc1NC(NC(=O)c1cccnc1)C(Cl)(Cl)Cl (centres undefined)	-7	3.8	0.8	-10	2	9	-2	4	-14
CCn1c(NCc2cc(OC)c(OC)c(OC)c2)nc2ccccc21	-13	2.6	1.0	8	-4	19	-4	3	-6
COc1ccc(NC(=O)CN(C)C(=O)CC2CCCCC2)cc1	-2	0.1	-0.9	4	-1	17	1	3	-10
Cc1cccc(C)c1NC(=O)CNC(=O)CCC(=O)c1cccs1	-2	0.6	1.0	0	-1	21	-8	9	-12
CC1CCN(C(=O)CSc2nnc(-c3cc4ccccc4cc3O)n2Cc2ccco2)CC1	-5	1.9	0.9	9	-21	8	-6	11	-24
CCOC(=O)C1=C(C)N(C)C(=S)NC1c1c(OCC)ccc2ccccc12 (centres undefined)	-17	0.9	-1.2	-13	-19	21	-1	-1	-11
C=CCn1c(N)nc2ccccc21	-22	1.1	2.2	10	-13	15	-5	13	-1
O=C(COC(=O)c1ccc(O)cc1)NCC1CCCO1 (centres undefined)	-11	0.5	1.2	4	-5	22	-6	8	6
O=Cc1ccc(O)c2ncccc12	-4	0.3	·	·	·	5	0	·	·
Cc1c(NC(=O)C(C)OC(=O)c2c3c(nc4ccccc24)CCC(C)C3)c(=O)n(-c2ccccc2)n1C (centres undefined)	-9	1.5	-1.2	23	4	7	-5	5	-15
CCC(O)c1cc2c(cc1NC(=O)c1ccc(C)cc1)OCCO2 (centres undefined)	17	-0.1	-1.0	-2	-6	-7	-3	13	-17
CCNC(=S)N1C2CCC1CC(NC(=O)NC1CCCCC1)C2 (centres undefined)	-21	0.9	-0.4	2	5	14	-6	2	-6
Cn1c2ccccc2c2cc(C(=O)O)ccc21	-14	0.0	0.9	-12	-4	26	0	3	4
CCOC(=O)[C@]12CCC=C1N(Cc1ccccc1)C(=O)[C@H](CC(=O)NCC13CC4CC(CC(C4)C1)C3)C2	-17	0.2	·	-36	·	16	·	0	·
Cc1cc(C)n(-c2nnc(C)n2NS(C)(=O)=O)n1	-15	1.0	-0.2	-9	-11	8	-2	2	-6
OCCN1CCN(c2ncnc3c2ncn3[C@H]2CN(Cc3ccc(F)cc3)C[C@@H](CO)O2)CC1	6	0.2	·	3	·	7	-3	1	·
Cc1noc(NS(=O)(=O)c2ccc(NC(=O)C34CC5CC(C3)CC(n3cnc(Br)n3)(C5)C4)cc2)c1C	-6	0.2	0.1	3	-3	18	-2	2	-8
CCC1=NN2C(=N)/C(=C\c3ccc(OCCOc4ccccc4)c(OC)c3)C(=O)N=C2S1	·	·	0.7	7	-3	·	·	2	-3
Cc1ccc(C2CC(=O)NC(SCC(=O)OCc3ccccc3)=C2C#N)o1 (centres undefined)	-19	2.0	0.3	1	-6	22	-8	4	7
Cc1nnc(NC(=O)c2ccccc2F)s1	-29	0.2	0.6	-16	-9	16	0	12	-3
O=C(/C=C/c1ccco1)Nc1ccc(CN2CCOCC2)cc1	-17	0.9	0.0	-18	-2	27	-4	0	-16
